Assay outcomes from PubChem BioAssay.
Pemphigus Ab inh: inhibitors of pemphigus antibody binding to human desmoglein-3. DSG3-coupled beads, scFv-anti-DSG3-GFP binding, flow cytometry; stronger effect = lower value. P32926. binding (percent of control), % at 10 µM. 310,000 compounds, 0.48% hits;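 active = binding more than 3 SD below its plate's average and above zero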; note: some compounds called inactive have numbers as strong as hits
V-ATPase pHluor: regulators of yeast V-ATPase proton transport | AID 504577 | 350,000 compounds, 0.37% hits | response, % at 10 µM | S. cerevisiae, pHLuorin cytosolic pH fluorescence; in the data active = response mostly above about 7.3%, no sharp cut-off; inactive = mostly below about 5.4%; note: actives read high; inactives centre near 0; some compounds called inactive have numbers as strong as hits; reference of the scale not given here
MOR-DOR inv ag: inverse agonist of human OPRM1-OPRD1 heterodimerization. inhibition, % at 9.3 µM. 340,000 compounds, 0.21% hits. AID 504357. P35372+P41143. cell-based MOR-DOR heterodimer luminescence, inverse agonism; in the data active = inhibition above about 22%, passing the limit was not always enough;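 note: 0% = cells with DMSO and 100% = wells without cells with DMSO; values of inactives mirror those of a sister screen read the other way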
PKA-R1A act: activates the PKA-R1A holoenzyme complex; P00514+P68181; PKA-R1A dissociation, Cy5-IP20 fluorescence polarization; scaled: DMSO 0%, 113 µM cGMP 100%; activation, % at 11.4 µM; 340,000 compounds, 0.083% hits;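 active = percent activation above the mean of all tested compounds plus 3 SD, cut at about 19% in these data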;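 note: higher means more PKAc released from R1A so a rise in polarization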
DAGLB inhibitor: diacylglycerol lipase beta (human) inhibition; HEK293T DAGLB membrane lysate, EnzChek fluorogenic substrate; inhibition, % at 5.17 µM; 340,000 compounds, 0.059% hits; in the data active = inhibition above about 34%;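 note: 0% = enzyme with vehicle and 100% = wells lacking enzyme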
Arr AP2 block: blocks beta-arrestin peptide binding to AP2 adaptin; FITC-arrestin peptide / GST-AP2 beads, flow cytometry; AP2 beta2 appendage carries R879A mutation; inhibition, % at 10 µM; 340,000 compounds, 0.31% hits; AID 504490;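 active = inhibition above a set limit, near 3 SD of compounds lacking own fluorescence, cut at about 54% in these data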;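 note: plate controls were DMSO wells for no effect and 5 µM unlabelled arrestin peptide for full effect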
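Material – AP2 appendage R879A on GSH beads · Buffer or medium – PBS with 0.05% Tween 20 and 0.1% BSA · Probe or stimulus – fluorescein-tagged arrestin peptide at 50 nM final · Incubation – compound with beads 12 min RT, then probe 1 h RT · Detection – high-throughput flow cytometry of beads, ex 488, em 535 nm · Evaluation – percent response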
HTR5A inv ag: HTR5A inverse agonism, opioid heterodimer counter-screen. inhibition, % at 9.3 µM. AID 504634. HTR5A cell line, luminescence. 340,000 compounds, 0.083% hits. P47898; in the data active = inhibition mostly above about 23%, no sharp cut-off; inactive = mostly below about 18%;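 note: 0% = cells with DMSO and 100% = no-cell wells with DMSO; some compounds called inactive have numbers as strong as hits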
Target sequence (P47898 whole entry, looked up): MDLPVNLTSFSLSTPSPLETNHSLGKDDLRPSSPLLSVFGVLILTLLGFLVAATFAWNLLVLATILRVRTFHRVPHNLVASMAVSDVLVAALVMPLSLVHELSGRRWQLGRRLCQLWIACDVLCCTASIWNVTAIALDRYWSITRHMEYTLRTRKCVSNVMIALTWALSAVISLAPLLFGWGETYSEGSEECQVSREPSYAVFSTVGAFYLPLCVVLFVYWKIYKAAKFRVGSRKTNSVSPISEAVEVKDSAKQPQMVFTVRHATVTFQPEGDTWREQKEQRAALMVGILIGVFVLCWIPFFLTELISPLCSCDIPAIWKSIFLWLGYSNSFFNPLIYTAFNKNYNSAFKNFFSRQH
HTR5A ag ctr: HTR5A agonism, opioid heterodimer counter-screen | AID 504692 | 340,000 compounds, 0.61% hits | P47898 | HTR5A agonist assay, luminescence, cell-based | activation, % at 9.3 µM; in the data active = activation mostly above about 9.5%, no sharp cut-off; inactive = mostly below about 7.6%;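 note: 0% = cells with vehicle only and 100% = reference agonist; strong numbers were not always called active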
PKA-R2B act: activates the human PKA-R2B holoenzyme complex. 340,000 compounds, 0.079% hits. PKA-R2B holoenzyme dissociation, Cy5-IP20 fluorescence polarization; R2B truncated from residue 108, S112A mutant; 0% DMSO only, 100% 113 µM cGMP. activation, % at 11.4 µM;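 active = activation above a cutoff set at the mean over all compounds plus 3 SD, cut at about 18% in these data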;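 note: higher means more holoenzyme dissociation and a rise in polarization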
Target sequence (P31323 whole entry, looked up, other chains not shown, the tested form may be a part): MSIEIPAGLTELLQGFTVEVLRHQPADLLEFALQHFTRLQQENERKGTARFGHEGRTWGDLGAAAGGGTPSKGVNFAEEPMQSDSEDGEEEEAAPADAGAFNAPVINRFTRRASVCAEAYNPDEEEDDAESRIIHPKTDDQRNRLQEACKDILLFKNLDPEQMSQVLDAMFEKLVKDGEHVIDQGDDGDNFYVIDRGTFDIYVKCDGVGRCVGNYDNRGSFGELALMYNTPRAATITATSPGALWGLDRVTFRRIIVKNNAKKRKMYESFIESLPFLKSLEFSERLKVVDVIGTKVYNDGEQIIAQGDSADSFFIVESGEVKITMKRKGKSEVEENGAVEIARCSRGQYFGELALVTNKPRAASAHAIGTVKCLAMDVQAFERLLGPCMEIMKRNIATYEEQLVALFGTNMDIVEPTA
OPRM1-OPRD1 ag: OPRM1-OPRD1 heterodimerization agonism; P35372+P41143; cells, luminescence; activation, % at 9.3 µM; 340,000 compounds, 0.3% hits; AID 504326; in the data active = activation above about 18%;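 note: 0% = vehicle-treated cells and 100% = reference agonist; values of inactives mirror those of a sister screen read the other way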
An asterisk follows results filed as active; / = no result given.

no. | Compound | Pemphigus Ab inh | V-ATPase pHluor | MOR-DOR inv ag | PKA-R1A act | DAGLB inhibitor | Arr AP2 block | HTR5A inv ag | HTR5A ag ctr | PKA-R2B act | OPRM1-OPRD1 ag
1 | COc1ccc(S(=O)(=O)N2CCCC(N(C)CCc3ccccc3)C2)cc1OC (configuration not stated) | 108 | -3 | 2 | -1 | 1 | 21 | -2 | 1 | -12 | -0.3
2 | O=C(NCc1ccccc1F)C1CCCN1C(=O)Nc1ccc(F)cc1 (configuration not stated) | 100 | -1 | 17 | 1 | -4 | 22 | 14 | -4 | -5 | -3.7
3 | C=CCOC(=O)Cn1cnc2c(sc3nc(C)cc(C)c32)c1=O | 92 | -2 | 10 | 5 | -4 | 11 | 19 | 2 | -3 | -1.5
4 | COc1cc(S(=O)(=O)Nc2cccc3cn[nH]c23)c(OC)cc1C | 94 | 2 | 2 | -1 | 5 | 41 | -4 | 1 | -2 | -0.4
5 | CCC1=C2CC[C@H]3C(=O)N(C)C(=O)[C@H]3[C@H]2[C@@]2(Cc3ccccc3)C(=NCCOC)OC(=O)N2C1=O | 101 | -4 | 1 | -6 | 2 | 7 | 12 | -5 | 1 | -0.1
6 | O=C(Nc1cccc([N+](=O)[O-])c1)c1cc(S(=O)(=O)N2CCOCC2)cs1 | / | 0 | 5 | 2 | 3 | 26 | 5 | 4 | -6 | -1.0
7 | Cc1ccccc1-n1nnnc1Sc1nnnn1-c1ccccc1 | 109 | 1 | 2 | 4 | 5 | 1 | -14 | 1 | -1 | -0.3
8 | CCc1nnc(NC(=O)C2CCC(CNc3c(N4CCCCC4)c(=O)c3=O)CC2)s1 (configuration not stated) | 92 | -2 | 8 | -10 | 0 | 28 | 7 | -2 | 0 | -1.6
9 | COc1cc(CNc2cccc3[nH]c(C(F)(F)F)nc23)cc(OC)c1 | 100 | 0 | -2 | -4 | 3 | 22 | -18 | 5 | 4 | 0.5
10 | Cc1ccc(CNC(=O)CN(C)S(=O)(=O)c2ccc(F)cc2)cc1 | 117 | -1 | 8 | -11 | -5 | 2 | 9 | 4 | -13 | -1.6
11 | CC(NC(=S)NCCc1ccccc1)C(c1cccs1)N1CCN(C)CC1 (configuration not stated) | 109 | 0 | 4 | 8 | 0 | 9 | -17 | 2 | 12 | -0.7
12 | Cc1ccc(-n2nc(C)c(/C=N/NC(=O)c3cccs3)c2Cl)cc1 | 102 | 1 | -38 | -5 | 1 | 13 | 4 | -2 | -3 | 7.1
13 | O=C(CCCN1C(=O)S/C(=C/c2ccccc2)C1=S)Nc1ccc(C(=O)O)cc1 | 115 | -4 | 15 | -10 | 4 | 19 | -3 | 3 | -11 | -2.7
14 | COc1ccc(-c2ccc3c(c2)[C@@H]2C[C@H]4[C@@H](C(=O)N2CC3)[C@H](C)ON4C)cc1 | 106 | -1 | 9 | 0 | -1 | -10 | 8 | -2 | 0 | -2.0
15 | CCC(=O)c1ccc(OCC(=O)OCC(=O)NCc2cccs2)cc1 | 103 | 5 | 9 | -10 | -4 | 23 | -2 | 1 | -7 | -1.7
16 | CCCSc1ccc2nc(-c3ccccc3)cn2c1 | / | 2 | -12 | -3 | -8 | -6 | 2 | 7 | 2 | 2.3
17 | CN1c2ccccc2C(=O)/C(=C\Nc2ncccn2)S1(=O)=O | 104 | 0 | 6 | 8 | 11 | -6 | -18 | 2 | 5 | -1.1
18 | Cc1cc(C(=O)N2CCCC(Nc3ccccc3)C2)c2ccc(F)cc2n1 (configuration not stated) | 98 | -2 | 6 | -3 | 0 | -5 | -5 | 0 | -5 | -1.2
19 | O=C(O)c1cc(S(=O)(=O)N2CCCCC2)ccc1Cl | 108 | -5 | 0 | -13 | -3 | 4 | -10 | 8 | 2 | 0.1
20 | COc1ccccc1NS(=O)(=O)c1cc(NC(=O)C2CCC2)ccc1N1CCCCC1 | 91 | 5 | -4 | 1 | 0 | 17 | 0 | -3 | -6 | 0.7
21 | CCOc1ccc(N2C(=O)c3cccnc3C2Nc2ccc(C)cc2)cc1 (configuration not stated) | 103 | -8 | 6 | 5 | 2 | 37 | -21 | -3 | -5 | -1.0
22 | CC(=O)O[C@H]1CSC[C@H]1NC(=O)c1ccccc1 | 110 | -2 | 8 | -14 | 1 | -2 | -21 | -2 | -5 | -1.5
23 | Nc1ccc(C(=O)OCC(=O)NC2CCCc3ccccc32)cc1[N+](=O)[O-] (configuration not stated) | 113 | 3 | 7 | -12 | 2 | 2 | 2 | -1 | -2 | -1.2
24 | CCC(C(=O)Nc1cc(Cl)c(OC)cc1OC)c1ccccc1 (configuration not stated) | 105 | -1 | 2 | 0 | -3 | 15 | 9 | 0 | -10 | -0.3
25 | Cc1[nH]nc2c1C(c1ccc(-c3ccc(Cl)cc3)o1)C(C#N)=C(N)O2 (configuration not stated) | 106 | -5 | -3 | 5 | 4 | 0 | -5 | 1 | -10 | 0.6

Some of the entries so far, field by field.
#16 CCCSc1ccc2nc(-c3ccccc3)cn2c1
  Pemphigus Ab inh: /; V-ATPase pHluor: 2; MOR-DOR inv ag: -12; PKA-R1A act: -3; DAGLB inhibitor: -8; Arr AP2 block: -6; HTR5A inv ag: 2; HTR5A ag ctr: 7; PKA-R2B act: 2; OPRM1-OPRD1 ag: 2.3
#4 COc1cc(S(=O)(=O)Nc2cccc3cn[nH]c23)c(OC)cc1C
  Pemphigus Ab inh: 94; V-ATPase pHluor: 2; MOR-DOR inv ag: 2; PKA-R1A act: -1; DAGLB inhibitor: 5; Arr AP2 block: 41; HTR5A inv ag: -4; HTR5A ag ctr: 1; PKA-R2B act: -2; OPRM1-OPRD1 ag: -0.4

The list continues:
no. | Compound | Pemphigus Ab inh | V-ATPase pHluor | MOR-DOR inv ag | PKA-R1A act | DAGLB inhibitor | Arr AP2 block | HTR5A inv ag | HTR5A ag ctr | PKA-R2B act | OPRM1-OPRD1 ag
26 | CC(C)(C)c1cc(NC(=O)COC(=O)c2ccc3c(=O)n4c(nc3c2)CCC4)n(-c2ccccc2)n1 | 97 | -1 | 2 | -8 | 0 | 38 | -5 | 1 | 6 | -0.4
27 | O=C(CSc1ncn(-c2ccccc2)n1)NCc1ccccc1 | 105 | 6 | 10 | 4 | 1 | 10 | 16 | -6 | 3 | -2.0
28 | COc1ccccc1CO/N=C/NC(=O)c1c(OC)ccnc1Oc1ccc(F)cc1 | 97 | 2 | -8 | -16 | 1 | -1 | 9 | -4 | 7 | 1.4
29 | O=C(Cc1ccc(S(=O)(=O)N2CCCC2)s1)N1CCOCC1 | 99 | 2 | 10 | 7 | 2 | -4 | 4 | -2 | 0 | -1.8
30 | O=C(NC(Cc1ccccc1)C(=O)O)c1cccnc1Cl (configuration not stated) | 102 | 2 | 4 | -5 | -2 | 20 | 9 | -2 | 3 | -0.7
31 | CCCc1cc(=O)[nH]c(=S)[nH]1 | 105 | 0 | 5 | -10 | 2 | 1 | -13 | 4 | -7 | -0.9
32 | CCC1CCCCN1CCCNC(=O)C1CC(=O)N(CCc2ccccc2)C1 (configuration not stated) | / | -1 | 5 | -3 | 1 | 19 | 0 | 2 | -2 | -0.8
33 | O=C(NCc1nnc(SCC(=O)N2CCN(c3ccccc3)CC2)o1)c1ccco1 | 100 | 1 | 14 | -1 | 1 | 3 | -55 | 6 | -18 | -2.4
34 | OCCN1CCN(c2ncnc3scc(-c4ccc(F)cc4)c23)CC1 | 94 | 7 | 10 | -1 | -4 | -3 | 12 | 2 | -6 | -2.1
35 | Nc1c(-c2ccccc2)cnc2cc(-c3ccccc3)nn12 | 80* | -1 | -27 | -11 | -9 | -6 | 18 | -7 | -2 | 5.1
36 | O=S1(=O)NC2c3ccccc3CC2O1 (configuration not stated) | 106 | 2 | 2 | -6 | 2 | 11 | 3 | -1 | 15 | -0.3
37 | C=CCN1C(=O)c2oc3ccccc3c(=O)c2C1c1ccc(O)c(OC)c1 (configuration not stated) | 99 | -2 | 9 | 6 | 1 | 15 | -6 | 2 | -8 | -1.6
38 | N/C(=N\OC(=O)c1cc([N+](=O)[O-])ccc1Cl)c1ccccn1 | / | 1 | -11 | -1 | -2 | 7 | -25 | 3 | -1 | 2.3
39 | O=C(O)CN1C(=O)C(=O)N(Cc2ccccc2F)C1=O | 87 | -3 | 18 | -1 | 2 | 26 | -14 | 4 | 2 | -3.1
40 | COc1ccc(-n2nc(C(=O)NCC(=O)Nc3ccc(F)cc3)c3ccccc3c2=O)cc1 | 108 | -1 | -7 | -12 | -1 | -2 | 3 | -1 | -6 | 0.9
41 | CCOC(=O)N1CCC(NC(=O)c2cc(C(=O)NCc3ccc(F)cc3)ccc2CO)CC1 | 91 | -2 | 10 | -11 | 0 | 21 | 0 | 0 | -1 | -1.9
42 | CCn1c(CSc2nc3ccccc3s2)n[nH]c1=S | 99 | -6 | 11 | 4 | -3 | -22 | 16 | 1 | -10 | -2.1
43 | Cc1ccc(OCC(=O)NCCC2=CCCCC2)cc1 | 102 | 4 | -1 | 5 | -16 | 17 | -5 | 2 | -1 | 0.1
44 | CCOC(=O)N1CCN(S(=O)(=O)N2CCCC(C(=O)NCc3cc(OC)ccc3OC)C2)CC1 (configuration not stated) | 97 | / | / | -4 | -1 | / | / | / | 3 | /
45 | COc1ccccc1NS(=O)(=O)c1ccccc1C#N | / | 3 | 6 | 5 | 0 | 11 | -4 | -2 | -3 | -1.2
46 | COc1ccc(-c2cc3c(=O)n(CC(=O)NCCCc4ccccc4)ncn3n2)cc1 | 90 | -2 | -1 | -14 | -1 | -12 | 13 | 4 | -5 | 0.2
47 | CSCCC(NS(=O)(=O)c1ccc(Cl)cc1)C(=O)OCC(=O)N(C(C)C)C(C)C (configuration not stated) | 105 | -1 | 2 | -14 | 2 | 0 | 5 | -2 | -12 | -0.4
48 | CC(=O)Nc1ccc(NC(=O)/C=C/c2cccc(C(F)(F)F)c2)cc1 | 93 | 1 | -19 | 11 | 2 | -9 | -7 | -6 | 2 | 2.8
49 | CCOc1ccc(S(=O)(=O)N(C)CCO)cc1-c1nc2c(C(C)(C)C)nn(C)c2c(=O)[nH]1 | 104 | 4 | 11 | 3 | 2 | 9 | -8 | -1 | -4 | -2.0
50 | CCOC(=O)[C@H]1[C@H]2COc3ccccc3[C@@H]2N2C(=O)[C@@H](CO)NC(=O)[C@@]12C | 103 | -3 | 6 | 2 | -1 | 2 | -21 | 0 | 0 | -1.1
51 | CCc1ccc(-c2csc(NC(=O)c3cccnc3)n2)cc1 | 99 | -3 | -6 | -8 | -4 | 10 | -1 | 6 | 5 | 0.9
52 | CCOC(=O)N1CCN(Cc2nc3cc(NC(=O)c4ccco4)ccc3n2C)CC1 | 101 | 1 | 6 | 1 | -2 | -3 | -14 | 4 | 1 | -1.2
53 | CSc1ccccc1OCc1cc(C(=O)NCc2csc(C(C)C)n2)no1 | / | -6 | -4 | -7 | -5 | 1 | -23 | 8 | -8 | 0.8
54 | Cc1ccccc1Cn1ccc(NC(=O)c2nn(C)cc2[N+](=O)[O-])n1 | 96 | -6 | -12 | -10 | -4 | 4 | 18 | 0 | -1 | 1.7
55 | O=C1c2cccc([N+](=O)[O-])c2C(=O)N1c1ccccc1 | 98 | 3 | -11 | -7 | -1 | 0 | 5 | -2 | -1 | 1.6
56 | CC1=CC2=C(C=O)C(=O)C(C)(O)C(O)C2=CO1 (configuration not stated) | 100 | -1 | / | -6 | -1 | / | / | / | -5 | /
